# FLuc inhib CS = inhibits firefly luciferase, flagging false hits in luciferase inhibition screens | P08659 | ATPLite firefly luciferase biochemical luminescence, 10 min | inhibition, % at 10 µM | 200,000 compounds, 1.5% hits | AID 1006;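 active means inhibition above about 50% when tested at 10 µM, limit read from the data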
# Target sequence (P08659 whole entry, looked up): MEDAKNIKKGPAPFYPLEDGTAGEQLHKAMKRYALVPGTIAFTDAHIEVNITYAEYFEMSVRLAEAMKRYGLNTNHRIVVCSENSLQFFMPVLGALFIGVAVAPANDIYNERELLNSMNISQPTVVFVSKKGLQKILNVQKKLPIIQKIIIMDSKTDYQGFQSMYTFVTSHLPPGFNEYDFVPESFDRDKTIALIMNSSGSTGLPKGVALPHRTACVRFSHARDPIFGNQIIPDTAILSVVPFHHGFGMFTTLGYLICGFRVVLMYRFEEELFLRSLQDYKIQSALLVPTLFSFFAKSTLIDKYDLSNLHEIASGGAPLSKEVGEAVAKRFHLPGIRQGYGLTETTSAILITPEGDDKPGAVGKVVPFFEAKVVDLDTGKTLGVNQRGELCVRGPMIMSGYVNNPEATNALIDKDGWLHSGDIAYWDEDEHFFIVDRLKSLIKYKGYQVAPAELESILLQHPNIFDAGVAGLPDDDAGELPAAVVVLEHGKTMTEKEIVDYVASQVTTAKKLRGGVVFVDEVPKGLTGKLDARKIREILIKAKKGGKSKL
# APP 5'UTR act = activates APP 5'UTR luciferase reporter; SH-SY5Y APP 5'UTR luciferase reporter, luminescence; zero percent = DMSO vehicle wells; activation, % at 2 µM; 190,000 compounds, 1% hits;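 active means activation above a set limit, based on mean plus 3 SD of controls, cut at about 140% in these data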; further: values of inactives mirror those of a sister screen read the other way
# STAT1 act = STAT1 signaling activation | NIH 3T3 STAT1-luciferase reporter, IFN-gamma, luminescence; 100% = IFN-gamma alone, no compound | activation (% of control), % at 5.5 µM | 200,000 compounds, 2.6% hits;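 active means activation above the screen-wide mean activation plus 3 SD, cut at about 130% in these data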;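 further: raw ratio to IFN-gamma control signal so 100% means no change and 0% no light; values of inactives mirror those of a sister screen read the other way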
# FLuc act counter = firefly luciferase counter-screen for stimulation assays. 200,000 tested, under 10 active. ATPlite luciferase biochemical, luminescence, 10 min; 0 = ATP-free wells, 1 = DMSO control. AID 1027. P08659. activation factor at 10 µM;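 active means luciferase activation factor, scaled between plate controls, of at least 2 with compound at 10 µM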
#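 System: cell-free luciferase reagent; medium: PBS as buffer for the ATP substrate; doses: test compounds dosed from 2 mM stocks in 100% DMSO; incubation: 10 min, room temperature; measured by: luminescence from luciferase reaction; read-out: luciferase activation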
# STAT1 inh = inhibitors of IFN-gamma induced STAT1 signaling; 200,000 compounds, 0.35% hits; inhibition, % at 5.5 µM; AID 920; NIH 3T3 STAT1-luciferase reporter, luminescence;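 active means inhibition above a set limit, the mean inhibition across all tested compounds plus 3 SD, cut at about 34% in these data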;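 further: 0% = IFN-gamma with DMSO and 100% = IFN-gamma with 300 µM nifuroxazide; values of inactives mirror those of a sister screen read the other way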
# STAT3 blocker = inhibitors of IL-6 induced STAT3 signaling. U3A cells, IL-6 STAT3-luciferase reporter, luminescence; host cell line lacks STAT1. inhibition, % at 5.5 µM. 190,000 compounds, 0.89% hits. AID 862;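 active means inhibition above the mean inhibition across all screened compounds plus 3 SD, cut at about 44% in these data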;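 further: 0% = DMSO only wells and 100% = 100 µM nifuroxazide control wells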
# APP transl inh = APP translation inhibition; 190,000 compounds, 0.82% hits; SH-SY5Y APP 5'UTR-luciferase reporter, luminescence; inhibition, % at 2 µM; AID 1285;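 active means inhibition above a set limit, derived from the sample mean plus 3 SD, cut at about 45% in these data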; further: values of inactives mirror those of a sister screen read the other way
# STAT3 act = increases IL-6 driven STAT3 reporter signal; U3A cells, IL-6 STAT3-luciferase reporter, luminescence; 100% = signal with IL-6 EC80 alone; 190,000 compounds, 0.91% hits; activation (% of control), % at 5.6 µM;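 active means activation above the screen-wide mean of compound activation plus 3 SD, cut at about 130% in these data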;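 further: 0% = background luminescence of wells with medium and substrate only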
#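 Material: human STAT1-deficient U3A cells with stable STAT3-luciferase reporter / Probe or stimulus: IL-6 stimulus at 33 ng/mL final / Schedule: 1 h compound pre-exposure, 6 h IL-6 stimulation, 37 °C / Technique: luminescence / Read-out basis: percent of IL-6-only median luminescence / Control set: IL-6-only high control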
# ROMK mod = modulators of human ROMK potassium channel; P48048; Tet-inducible ROMK, thallium flux fluorescence; actives lie on both sides; B-score at 10 µM; 130,000 compounds, 2% hits; AID 1918;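 active means signal ratio slope over the read window, or its plate-corrected B-score, at least 3 SD from the plate mean, either direction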;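 further: B-score of the F/F0 ratio slope over 7 to 12 s after thallium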
# Target sequence (P48048 whole entry, looked up): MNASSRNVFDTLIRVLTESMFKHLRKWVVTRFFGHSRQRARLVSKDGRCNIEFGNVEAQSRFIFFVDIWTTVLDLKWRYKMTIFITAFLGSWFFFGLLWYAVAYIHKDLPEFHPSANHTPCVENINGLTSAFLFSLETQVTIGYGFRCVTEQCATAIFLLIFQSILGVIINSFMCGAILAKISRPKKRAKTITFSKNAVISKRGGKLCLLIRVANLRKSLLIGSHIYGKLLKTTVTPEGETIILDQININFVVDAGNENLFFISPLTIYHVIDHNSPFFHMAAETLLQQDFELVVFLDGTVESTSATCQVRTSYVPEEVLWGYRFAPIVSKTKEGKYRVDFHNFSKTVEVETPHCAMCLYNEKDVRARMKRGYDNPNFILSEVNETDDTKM
# NF-kB neuron act = raises NF-kB expression in human neuronal cells. NF-kB reporter expression; hits give high values. fold change at 12.5 µM. 190,000 compounds, 1.6% hits. AID 1239; in the data active means fold change above about 3.3
# The depositor's hits bear a star; nt = not tested or not shown; & = joins results of further samples.
No.	molecule	FLuc inhib CS	APP 5'UTR act	STAT1 act	FLuc act counter	STAT1 inh
1	Cc1[nH]n(-c2c(Cl)cc(Cl)cc2Cl)c(=O)c1C=Nc1ccc(S(=O)(=O)N2CCOCC2)cc1	-8	-2	92	1.1	10
2	COc1ccc(NC(=O)CC(C)C)c(OC)c1	-7	-23	99	1.1	1
3	COCCNC(=O)Cn1cc2c(n1)CCCCC2	-3	-6	98	1	3
4	O=C(COc1ccc(-c2nnco2)cc1)NC1CCCc2ccccc21 (configuration not stated)	-8	-7	101	1.1	-1
5	CCOC(=O)C1CCN(c2c(NCCCN(CC)c3ccccc3)c(=O)c2=O)CC1	-3	-5	100	1	1
6	CC(=O)Nc1ccc(/C=N/NC(=O)c2cccc(S(=O)(=O)N3CCOCC3)c2)cc1	-2	19	98	1	2
7	O=C(COc1ccc(Br)cc1)N1CCN(S(=O)(=O)/C=C/c2ccccc2)CC1	-5	-69	97	1.1	3
8	Cc1ccc(NC(=O)c2cccc(OCc3c(C)noc3C)c2)cc1S(=O)(=O)Nc1ccccc1Cl	-3	-3	95	1	5
9	Nc1ncnc2c1ncn2CCNCCc1ccccc1	-6	-2	105	1.1	-5
10	Cc1ccc(C(=O)NNC(=O)c2cccc(C)c2)cc1	10	25	122	0.9	-26

No.	STAT3 blocker	APP transl inh	STAT3 act	ROMK mod	NF-kB neuron act
1	13	2	87	0.019	1.1
2	7	23	100	-0.2	1.1
3	8	6	94	nt	1
4	5	7	101	nt	0.92
5	-7	5	106	nt	0.93
6	10	-20	92	0.65	1.1
7	-10	69*	104	nt	0.88
8	8	3	95	nt	1
9	6	2	98	nt	1.1
10	2	-25	100	nt	1.9

# Carrying on:
No.	molecule	FLuc inhib CS	APP 5'UTR act	STAT1 act	FLuc act counter	STAT1 inh
11	CC(C)=CCN1CCN(Cc2cccn2-c2ccccn2)CC1CCO (configuration not stated)	6	24	101	0.9	-3
12	O=C(Nc1ccccc1)c1sccc1Oc1ccc([N+](=O)[O-])cc1F	1	8	94	1	5
13	CCOC(=O)Cc1c(C)nc2c(-c3cccc(Br)c3)c[nH]n2c1=O	-6	-1	100	1.1	1
14	O=C(Cn1nnc(-c2ccncc2)n1)NCCc1ccccc1	4	15	103	1	-3
15	Cc1c(NC(=S)N/N=C/c2ccc(N(C)C)cc2)c(=O)n(-c2ccccc2)n1C	-1	12	104	1	-4
16	CC1=C(C(=O)NCc2ccccc2)C(c2cccs2)n2ncnc2N1 (configuration not stated)	-4	1	101	1	-1
17	CSCSC1=C(C#N)C(c2ccc(Cl)cc2)C(C(C)=O)=C(C)N1 (configuration not stated)	-6	4	96	1.1	5
18	CNC(=S)N1CCN(c2cccc(OC)c2)CC1	-7	-5	103	1.1	-3
19	COc1ccc(Br)cc1CN(C)CC(=O)Nc1ccccc1Cl	-3	0	97	1	3
20	COc1cc(/C=N/NC(=O)Cn2nnc3ccccc32)ccc1O	4	13	108	1	-9

No.	STAT3 blocker	APP transl inh	STAT3 act	ROMK mod	NF-kB neuron act
11	2	-24	102	-0.0076	1.1
12	10	-8	94	-0.34	0.57
13	-4	1	109	nt	0.7
14	-5	-15	110	nt	1.1
15	4	-12	99	nt	0.84
16	7	-1	97	nt	0.8
17	12	-4	95	nt	0.9
18	13	5	95	nt	1
19	-5	0	100	nt	1.1
20	2	-13	106	-0.05	1.1

# Next part:
No.	molecule	FLuc inhib CS	APP 5'UTR act	STAT1 act	FLuc act counter	STAT1 inh
21	COc1ccc(NC(=O)c2cc(C)on2)cc1OC	1	-8	100	1	0
22	N/C(=N\OC(=O)CCCC(=O)O)c1ncc(C(F)(F)F)cc1Cl	2	9	100	1	-1
23	O=C(c1ccco1)N1CCN(Cc2nc(Cc3ccccc3)no2)CC1	-4	22	110	1	-12
24	CCOC(=O)c1cnc(/N=C/N(C)C)s1	-2	49	106	1	-7
25	Cc1[nH][nH]c(=O)c1C(c1c(C)[nH][nH]c1=O)c1cn(Cc2ccccc2Cl)c2ccccc12	-8	-49	104	1.1	-5
26	CCCCNCCOCCOc1ccc(C)cc1[N+](=O)[O-]	-7	1	100	1.1	0
27	CN(Cc1cc(=O)n2ccsc2n1)Cc1nc2ccccc2c(=O)[nH]1	-10	20	101	1.1	-1
28	CCC(=O)N1c2ccc(S(=O)(=O)CCC(=O)NCc3ccc4c(c3)OCO4)cc2CC1C (configuration not stated)	-4	1	109	1	-10
29	O=C(c1cc(-n2cnnc2)ccc1Cl)N1CCN(c2nc(-c3ccccc3)cs2)CC1	-7	18	97	1.1	7
30	O=c1[nH]c2ccc(Cl)cc2c(O)c1-c1ccccc1	18	-5	67	0.8	45*

No.	STAT3 blocker	APP transl inh	STAT3 act	ROMK mod	NF-kB neuron act
21	0	8	102	nt	1.1
22	6	-9	105	0.23	1.1
23	-6	-22	109	1.3	1.1
24	2	-49	100	0.68	1.3
25	-17	49*	117	-2.1	0.81
26	5	-1	106	nt	1.6
27	-5	-20	103	0.55	1.1
28	-4	-1	106	-0.92	0.98
29	8	-18	96	nt	1.2
30	83*	5	29	nt	0.6

# Retrieved by structure from above, 5 records:
No.	molecule	FLuc inhib CS	APP 5'UTR act	STAT1 act	FLuc act counter	STAT1 inh
17	CSCSC1=C(C#N)C(c2ccc(Cl)cc2)C(C(C)=O)=C(C)N1 (configuration not stated)	-6	4	96	1.1	5
16	CC1=C(C(=O)NCc2ccccc2)C(c2cccs2)n2ncnc2N1 (configuration not stated)	-4	1	101	1	-1
19	COc1ccc(Br)cc1CN(C)CC(=O)Nc1ccccc1Cl	-3	0	97	1	3
20	COc1cc(/C=N/NC(=O)Cn2nnc3ccccc32)ccc1O	4	13	108	1	-9
7	O=C(COc1ccc(Br)cc1)N1CCN(S(=O)(=O)/C=C/c2ccccc2)CC1	-5	-69	97	1.1	3

No.	STAT3 blocker	APP transl inh	STAT3 act	ROMK mod	NF-kB neuron act
17	12	-4	95	nt	0.9
16	7	-1	97	nt	0.8
19	-5	0	100	nt	1.1
20	2	-13	106	-0.05	1.1
7	-10	69*	104	nt	0.88

# Gathered by group: the entries above containing a thiophene ring, fused or not.
No.	molecule	FLuc inhib CS	APP 5'UTR act	STAT1 act	FLuc act counter	STAT1 inh
12	O=C(Nc1ccccc1)c1sccc1Oc1ccc([N+](=O)[O-])cc1F	1	8	94	1	5
16	CC1=C(C(=O)NCc2ccccc2)C(c2cccs2)n2ncnc2N1 (configuration not stated)	-4	1	101	1	-1

No.	STAT3 blocker	APP transl inh	STAT3 act	ROMK mod	NF-kB neuron act
12	10	-8	94	-0.34	0.57
16	7	-1	97	nt	0.8

# Remaining list, next part
No.	molecule	FLuc inhib CS	APP 5'UTR act	STAT1 act	FLuc act counter	STAT1 inh
31	N#CC1CN(C(c2ccccc2)c2ccccc2)C1	3	11	104	1	-6
32	O=C(Nc1ccccc1C(=O)O)c1cncc(Br)c1	2	-11	103	1	-3
33	O=C(c1cccc(-c2nnc(-c3ccccc3)o2)c1)N1CCCCC1	4	nt	126	1	-28
34	CC1Cc2ccccc2N1CC(=O)NC(=O)NC1CCCCC1 (configuration not stated)	-6	17	100	1.1	-1
35	CCn1c(=O)cc(SCC(=O)N2CCN(C(=O)c3ccco3)CC2)c2ccccc21	-6	8	81	1.1	20
36	O=c1cc(CSc2nnc(Nc3ccccc3F)s2)nc2sccn12	-2	9	95	1	5
37	O=C(c1ccccc1NS(=O)(=O)c1ccc(F)cc1)N1CCCC1	-6	19	98	1.1	2
38	Cc1cc(C)n2nc(SCC(=O)Nc3ccccc3)nc2n1	-7	15	96	1.1	4
39	Cc1ccc(O)c(-c2cc(C(F)(F)C(F)F)nc(-c3ccccc3)n2)c1	-9	13	95	1.1	6
40	COc1ccc(NC(=O)CSc2ccc3ccccc3c2)cc1S(=O)(=O)N1CCCCC1	2	17	98	1	2

No.	STAT3 blocker	APP transl inh	STAT3 act	ROMK mod	NF-kB neuron act
31	8	-10	95	0.87	1.1
32	0	11	101	nt	1.4
33	-3	-58	105	-0.77	1.3
34	-2	-17	106	0.85	1.1
35	23	-8	82	nt	1.4
36	6	-9	99	0.16	1.5
37	8	-19	97	1.4	0.84
38	17	-15	87	0.37	1.3
39	10	-13	99	nt	1.2
40	-10	-17	107	0.011	0.84

# Further results:
No.	molecule	FLuc inhib CS	APP 5'UTR act	STAT1 act	FLuc act counter	STAT1 inh
41	Clc1cccc(N=C2NN=C(c3ccc4c(c3)OCCO4)CS2)c1	52*	108	148*	0.5	-42
42	COC(=O)c1ccc(Cl)c(NC(=O)CN(c2ccc3c(c2)OCO3)S(C)(=O)=O)c1	-4	2	108	1	-9
43	O=C(Cc1c[nH]c2ccccc12)N1CCN(c2ccccc2)CC1	-8	4	96	1.1	2
44	O=C(c1ccc(N2CCOCC2)nc1)N1CCCCC1	-5	1	104	1.1	-5
45	Cc1occc1C(=O)N=Nc1c(O)n(C)c2ccccc12	60*	112	149*	0.4	-55
46	CCSc1nc2ccccc2n1CC(=O)N1CCCCC1	-5	14	95	1.1	5
47	CC(C)[C@H](NC(=O)c1ccccc1)C(=O)OCC(=O)c1ccccc1F	6	21	97	0.9	2
48	Cc1onc(-c2ccccc2Cl)c1C(=O)Nc1ccccc1C(N)=O	-1	-5	95	1	6
49	Nc1c(C(=O)NCCc2ccccc2)nnn1Cc1ccccc1	-2	14	107	1	-9
50	CC(C)CCN1CC(O)=C(c2nc3ccccc3[nH]2)C1=N	2	0	108	1	-9

No.	STAT3 blocker	APP transl inh	STAT3 act	ROMK mod	NF-kB neuron act
41	16	-108	86	0.22	0.61
42	9	-2	95	-0.0057	0.84
43	-21	-4	118	-1.6	1
44	10	-1	96	nt	1.3
45	-25	-112	121	0.22	3
46	14	-14	96	nt	1.2
47	11	-21	97	0.72	1.2
48	6	5	97	-0.28	0.96
49	-6	-14	110	nt	1.7
50	13	0	93	0.011	1.6

# Continued.
No.	molecule	FLuc inhib CS	APP 5'UTR act	STAT1 act	FLuc act counter	STAT1 inh
51	O=C(COc1ccccc1)Nc1ccc2c(c1)Cc1cc(NC(=O)COc3ccccc3)ccc1-2	0	-10	99	1	1
52	ON1C(c2ccccc2C(F)(F)F)N(O)[C@H]2CCCC[C@H]21 (some centres not stated)	-3	22	105	1	-5
53	Cc1nc2c(o1)CCc1ccccc1C2N1CCN(C)CC1 (configuration not stated)	-10&2	34&10	92&95	1.1&1	9&6
54	COc1ccc(N2C(=O)CC(Sc3nnc(-c4ccccc4F)n3C)C2=O)cc1 (configuration not stated)	-4	15	88	1	12
55	CNS(=O)(=O)c1cccc(C(=O)OCc2cc(Cl)cc3c2OCOC3)c1	-2	7	108	1	-9
56	O=C(COc1ncnc2cc([N+](=O)[O-])ccc12)N(CCc1ccccc1)Cc1ccccc1	-6	2	97	1.1	4

No.	STAT3 blocker	APP transl inh	STAT3 act	ROMK mod	NF-kB neuron act
51	2	10	95	nt	0.87
52	7	-22	99	-0.21	1
53	12&15	-34&-10	94&88	-0.81&0.14	1.1&1.3
54	0	-14	101	1.7	1.3
55	-3	-7	106	nt	0.87
56	-11	-2	112	nt	0.96

# Screens from PubChem.

# Compounds were not picked by outcome. Share with any hit: about 7.1%.
